# Screens deposited in PubChem by several laboratories.
# Tb MetRS inh: Trypanosoma brucei MetRS inhibition | 0.4% of 360,000 active | AID 624268 | inhibition, % at 11.9 µM | purified T. brucei MetRS, ATP depletion, Kinase-Glo luminescence;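 active = inhibition above a per-plate cutoff of the control wells' mean inhibition plus 3 SD, cut at about 5.5% in these data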;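 also: 0% = DMSO wells median and 100% = median of wells with control inhibitor compound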
#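 Material – parasite MetRS enzyme · Medium – HEPES-MgCl2-KCl buffer plus DTT, spermine, BSA, pyrophosphatase · Reagent – ATP, methionine and E. coli bulk tRNA substrates · Times – 15 min enzyme-compound preincubation, 2 h reaction, 10 min detection, 25 °C · Measured by – luminescence of leftover ATP · Evaluation – percent inhibition relative to median high and low control wells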
# LMPTP block: blocks human LMPTP phosphatase. P24666. recombinant LMPTP-A, OMFP fluorogenic substrate, fluorescence intensity. inhibition, % at 20 µM. 0.22% of 360,000 active;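 active = compounds that cut the enzyme signal by at least half of the control window in the single-dose screen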;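 also: plate controls were DMSO wells with enzyme plus substrate for no effect and substrate without enzyme for full effect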
# Target sequence (P24666 whole entry, looked up): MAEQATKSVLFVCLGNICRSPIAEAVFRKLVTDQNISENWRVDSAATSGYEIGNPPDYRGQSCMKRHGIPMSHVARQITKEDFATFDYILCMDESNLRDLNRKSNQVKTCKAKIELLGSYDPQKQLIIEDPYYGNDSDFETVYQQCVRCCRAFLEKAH
#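 Assay system: LMPTP-A, protein tyrosine phosphatase of low molecular weight / Medium: pH 6.0 Bis-Tris buffer with DTT and Triton X-100 / Schedule: 50 min enzyme reaction at room temperature, protected from light / Measured by: endpoint fluorescence intensity from OMFP dephosphorylation / Read-out basis: % inhibition relative to no-enzyme and uninhibited control wells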
# CSN inh: CSN deneddylation inhibition; 0.38% of 360,000 active; inhibition, % at 12.5 µM; AID 651999; Purified CSN, SCF-Nedd8-OG deneddylation, fluorescence polarization; Q92905;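 active = pattern-corrected inhibition above about 35%, with an unprinted fluorescence ratio check between 0.5 and 1.5, limit read from the data, passing the limit was not always enough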;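 also: 0% = enzyme with substrate and 100% = substrate without enzyme; some results filed as inactive read as strong as hits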
# Target sequence (Q92905 whole entry, looked up, one chain of several): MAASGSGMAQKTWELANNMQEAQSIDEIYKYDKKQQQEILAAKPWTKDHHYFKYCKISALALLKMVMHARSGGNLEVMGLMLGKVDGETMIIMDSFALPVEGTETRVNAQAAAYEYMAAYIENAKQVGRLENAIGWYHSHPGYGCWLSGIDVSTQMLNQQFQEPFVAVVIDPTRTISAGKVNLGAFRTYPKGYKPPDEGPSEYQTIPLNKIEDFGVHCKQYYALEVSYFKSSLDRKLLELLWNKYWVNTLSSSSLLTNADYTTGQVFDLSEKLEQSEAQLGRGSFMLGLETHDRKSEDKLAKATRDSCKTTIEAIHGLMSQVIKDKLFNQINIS
#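 Assay system: purified human Csn5 enzyme expressed in HEK293T cells; Input: 0.24 nM Csn5 enzyme, final concentration; Reagent: 10 nM SCFSkp2-Nedd8OG; Compound dosing: 12.5 µM single point; Times: reaction 90 min, room temperature; Technique: fluorescence polarization readout.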
# Scp-1 inhibitor: inhibitors of human Scp-1 phosphatase. Q9GZU7. inhibition, % at 20 µM. AID 493091. Recombinant Scp1, phosphopeptide, malachite green phosphate absorbance. 0.88% of 340,000 active;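 active = inhibition above about 50% at 20 µM, limit read from the data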;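 also: plate controls were DMSO wells with enzyme for no effect and wells lacking enzyme for full effect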
# Target sequence (Q9GZU7 76-261 limits assumed): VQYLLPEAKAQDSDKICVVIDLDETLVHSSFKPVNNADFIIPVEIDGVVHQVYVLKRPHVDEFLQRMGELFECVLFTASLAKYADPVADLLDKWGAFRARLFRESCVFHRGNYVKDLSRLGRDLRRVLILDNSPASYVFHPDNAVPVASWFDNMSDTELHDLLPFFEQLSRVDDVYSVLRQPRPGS
#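 assay system = SCP-1 phosphatase catalytic domain, residues 76-261 | buffer or medium = 50 mM Tris acetate pH 5.5, 0.005% Tween-20, 10 mM MgCl2 | incubation = enzyme reaction 45 min at room temperature, colour 5 min, stabilisation 30 min | signal = Phosphate-binding colour reagent, absorbance read at 630 nm | measure = % inhibition at 20 µM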
# NadD block: inhibitors of Staphylococcus aureus NadD | purified NadD enzyme, colorimetric absorbance read-out | inhibition, % at 20 µM | 0.78% of 360,000 active | AID 602399; in the data active = inhibition above about 26%; also: some compounds past the cut are filed as inactive
# Rpn11 inh: blocks the human proteasome subunit Rpn11 | O00487 | human 26S proteasome, Ub4-pepOG fluorescence polarization; 20S core pre-blocked with epoxomicin | calls only at 20 µM | 0.59% of 360,000 active | AID 588493;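 active = inhibition at 20 µM, scaled to each plate's controls, above about 33%, limit read from the data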
# MsrA inh: inhibitors of bovine MsrA; purified bovine MsrA, absorbance read-out; inhibition, % at 15.5 µM; 0.75% of 360,000 active; in the data active = inhibition above about 4.5%;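 also: 0% = vehicle wells with enzyme and 100% = reference inhibitor wells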
# SUMO1-SIM PPI: alters human SUMO1 binding to SIM partners; P63165; SUMO1 binding to a labelled peptide, TR-FRET, 1 h; inhibition, % at 20 µM; 0.33% of 360,000 active; AID 602429; in the data active = inhibition above about 37%
# Target sequence (P63165 whole entry, looked up): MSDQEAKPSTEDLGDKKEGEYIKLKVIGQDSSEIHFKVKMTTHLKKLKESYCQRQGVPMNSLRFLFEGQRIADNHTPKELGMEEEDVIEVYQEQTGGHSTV
# STEP inh: blocks human striatal-enriched tyrosine phosphatase | P54829 | recombinant STEP, OMFP fluorogenic substrate, fluorescence | inhibition, % at 20 µM | 0.25% of 360,000 active;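 active = inhibition at 20 µM, scaled per plate between control wells, above about 37%, limit read from the data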;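 also: 0% = DMSO with enzyme and substrate and 100% = substrate only without enzyme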
#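 Material: STEP (striatal-enriched tyrosine phosphatase) enzyme, cell-free; Compound dosing: 20 µM single dose in 1% DMSO; Technique: fluorescence read at 480 nm ex / 540 nm em; Times: reaction 20 min, ambient temperature; Medium: 50 mM Bis-Tris pH 6.0 with 2.5 mM DTT and 0.005% Tween 20; Also added: OMFP at 25 µM.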
# DNMT1 block: DNMT1 (human) enzyme inhibition; DNMT1 molecular beacon, Hinp1I cleavage, fluorescence; P26358; inhibition (reported as % activation of signal), % at 10 µM; 0.83% of 360,000 active; in the data active = inhibition above about 50%
# * = called active by the depositor; i = inactive; . = not tested or not shown; + = active, no number.
Structure	Tb MetRS inh	LMPTP block	CSN inh	Scp-1 inhibitor	NadD block	Rpn11 inh	MsrA inh	SUMO1-SIM PPI	STEP inh	DNMT1 block
O=C(COC(=O)Cc1cccc(C(F)(F)F)c1)NC1CCS(=O)(=O)C1 (configuration not stated)	-0.4	-0.7	-1	-4	-1	i	-0.4	1	-1	-2
CCOC(=O)c1c(CSc2ccc(CC)cc2)oc2ccc(O)c(CN(C)C)c12	-1.1	0.8	1	1	-8	i	-0.6	-12	3	4
CC(Oc1ccc(Br)cc1Br)C(=O)Nc1cccnc1Cl (configuration not stated)	-0.4	0.1	-1	-10	-16	i	-0.5	1	-2	0
Cc1cc(NC(=O)Nc2cccc(Cl)c2)n(-c2ccccn2)n1	0.3	4.3	-2	-3	-3	i	1.0	3	-4	-8
COCCCNCCOc1cc(C(C)C)ccc1C	-0.2	-2.4	-1	-11	-1	i	-0.6	-2	-3	2
CC1CCc2sc(C(=O)OCC(=O)NC(C)C)cc2C1 (configuration not stated)	-1.4	-0.8	4	12	-4	i	0.3	0	-1	3
COC(=O)CCCCCNc1ccc(C(=O)OC)cc1N	-1.5	0.9	-2	-7	0	i	-0.6	-1	1	-16
O=C(Oc1ccc(N(C(=O)c2ccncc2)S(=O)(=O)c2cccs2)cc1)c1ccncc1	-0.1	0.5	4	-7	0	i	0.4	5	0	-1
COc1cc(-c2cc(C(=O)Nc3ccc(C)c(S(=O)(=O)N4CCOCC4)c3)c3ccccc3n2)cc(OC)c1OC	-0.1	0.9	5	2	-3	i	1.6	-16	1	-24
CCOc1ccc(-c2cc(N3C(=O)Nc4ccccc4N3O)on2)cc1	0.1	-1.5	-3	-4	-4	i	1.0	8	-4	1
CC(C)(C)C(=O)Nc1ccnn1C1CCN(C(=O)c2ccc(Cl)cc2F)CC1	-0.5	-1.1	-3	2	1	i	0.7	-1	0	0
COc1ccc(N2CCN(C3CCCN(Cc4ccc(F)c(F)c4)C3)CC2)cc1 (configuration not stated)	-0.1	-0.2	0	-11	1	i	0.6	3	-3	1
CCCS/C(N)=N/N=C/c1cc(C)ccc1O	-1.1	0.6	2	6	-3	i	3.0	-7	-4	3
Nc1c(N(CCC2=CCCCC2)C(=O)c2ccc([N+](=O)[O-])o2)c(=O)[nH]c(=O)n1Cc1ccccc1	0.1	0.6	2	-2	15	+	2.2	-18	-2	-6
Cc1ccc(Cl)cc1NC(=S)Nn1cnnc1	0.5	3.2	3	-11	-6	i	-0.7	3	1	-1
COc1ccc(-c2cc(C(=O)N/N=C(\C)c3cccnc3)c3cc(C)ccc3n2)cc1OC	-0.4	1.1	1	-2	4	i	0.8	-11	0	-2
CCOc1cccc(C2C(C(=O)c3ccco3)=C(O)C(=O)N2c2nnc(C)s2)c1 (configuration not stated)	-0.1	-2.1	-9	-9	3	i	0.0	-18	3	11
COc1cc(CN2CCC(Cc3ccccc3)CC2)c([N+](=O)[O-])cc1OC	-0.3	-1.6	2	-10	3	i	0.8	-11	-5	-4
COc1ccccc1N1CCN(S(=O)(=O)c2ccc(-n3cnnn3)c(C)c2)CC1	0.2	-0.1	-11	-12	-3	i	-1.2	-2	-1	1
Cc1ccccc1NC(=O)Cn1c(O)c(N=NC(=O)c2ccccc2O)c2ccccc21	1.4	46	15	94*	26	i	-0.1	-2	48*	91*

# An excerpt from above, limited to Rpn11 inh and STEP inh.
Molecule | Rpn11 inh | STEP inh
COc1cc(-c2cc(C(=O)Nc3ccc(C)c(S(=O)(=O)N4CCOCC4)c3)c3ccccc3n2)cc(OC)c1OC | i | 1
CCOc1ccc(-c2cc(N3C(=O)Nc4ccccc4N3O)on2)cc1 | i | -4
CC(C)(C)C(=O)Nc1ccnn1C1CCN(C(=O)c2ccc(Cl)cc2F)CC1 | i | 0
COc1ccc(N2CCN(C3CCCN(Cc4ccc(F)c(F)c4)C3)CC2)cc1 (configuration not stated) | i | -3

# Continued.
Structure	Tb MetRS inh	LMPTP block	CSN inh	Scp-1 inhibitor	NadD block	Rpn11 inh	MsrA inh	SUMO1-SIM PPI	STEP inh	DNMT1 block
O=C(Cc1ccc(F)cc1)N1CCC2(CC1)NCCc1[nH]cnc12	-0.6	-1.3	2	-7	-7	i	-1.1	-2	0	-1
CN(C(=O)c1ccccc1)c1ccccc1C(=O)NCCc1ccccc1	0.4	-1.0	-4	-6	2	i	-0.5	-4	1	0
O=C(c1ccoc1)N1CCN(c2cc(-c3ccco3)nc3cc(-c4ccccc4)nn23)CC1	-0.9	5.8	8	.	10	i	2.7	-8	4	-6
CC(C)(C)NC(=O)COC(=O)c1ccc(Cl)nc1	2.2	0.3	2	-5	-3	i	1.3	5	3	1
O=C(O)C1=C[C@@H](C2CCCCC2)C[C@@H](OCCCCO)O1	0.0	-0.9	7	4	6	i	-0.2	1	1	26
Cc1ccc(C(C)C)c(OCC(O)CN2CCN(CCO)CC2)c1 (configuration not stated)	-0.8	-4.9	-8	-7	1	i	-0.7	-5	0	1
O=C(Nc1ccc(F)cc1)c1ccc2nsnc2c1	0.2	-0.1	-3	1	-3	i	2.1	-30	-2	1
CC(=O)Oc1ccc(C(=O)N2c3ccccc3NC(=O)C2C)cc1 (configuration not stated)	-1.5	2.4	-1	8	1	i	1.1	7	-2	-3
CC(C)c1ccc(OCc2cccc(C(=O)N/N=C/c3cccnc3)c2)cc1	0.0	2.2	4	-5	-7	i	-0.1	-3	5	-3
O=c1c2ccccc2oc2ncccc12	-1.6	-0.4	-1	-7	3	i	1.5	-4	3	-3
O=C(COc1ccc(C(=S)N2CCOCC2)cc1)N1CCOCC1	0.3	0.3	-3	-5	3	i	0.1	-2	-1	0
O=C(Nc1ccccc1Cl)c1cc(C2CCCN(C(=O)CCc3ccccc3)C2)on1 (configuration not stated)	-0.3	0.3	3	.	-8	i	-0.6	0	4	1
CCOC(=O)[C@]12CCCC=C1N(CCC1=CCCCC1)C(=O)[C@H](CC(=O)NCCC(C)C)C2	0.1	1.9	3	.	.	.	-0.7	1	.	.
O=C(Nc1ccc(F)cc1F)c1cncc(Br)c1	-0.5	-1.9	0	-4	-4	i	-0.8	-2	-2	2
CCOc1ccc2[nH]c3c(N4CCc5ccccc5C4)ncnc3c2c1	1.5	1.9	3	5	9	i	0.4	16	3	-10
Clc1c(CSc2nc3ccccc3o2)nc2ccccn12	-1.8	0.7	0	6	-1	i	1.5	-1	2	0
CCC1=C(OC(=O)N(CC)CC)N2C(=O)OC(=NCC(=O)OC)[C@]2(C)[C@H]2C1=CC[C@H]1C(=O)N(CC)C(=O)[C@H]12	-0.5	-1.6	0	-6	-2	i	-0.9	8	-1	1
Cc1ccc(S(=O)(=O)/N=C(\CN2CCCCC2)N2CCOCC2)cc1	-0.2	-1.1	1	0	7	i	-1.2	-1	-2	0
O=C1C=CC(=Nc2ccc3c(c2)Cc2cc(F)ccc2-3)O1	-0.5	1.0	2	11	-1	i	0.8	8	0	-16
CCOC(=O)c1oc2cc(C)cc(O)c2c(=O)c1-c1csc(C)n1	-0.6	-0.9	-1	-1	-4	i	1.3	-18	2	-1

# Entries listed so far marked active in Scp-1 inhibitor:
Structure	Tb MetRS inh	LMPTP block	CSN inh	Scp-1 inhibitor	NadD block	Rpn11 inh	MsrA inh	SUMO1-SIM PPI	STEP inh	DNMT1 block
Cc1ccccc1NC(=O)Cn1c(O)c(N=NC(=O)c2ccccc2O)c2ccccc21	1.4	46	15	94*	26	i	-0.1	-2	48*	91*

# (further entries)
Structure	Tb MetRS inh	LMPTP block	CSN inh	Scp-1 inhibitor	NadD block	Rpn11 inh	MsrA inh	SUMO1-SIM PPI	STEP inh	DNMT1 block
[O-][N+]12CC[N+]([O-])(CC1)c1ccccc12	-1.5	-2.0	0	-10	-3	i	-1.0	0	0	4
O=C(COC(=O)/C=C/c1ccc(F)cc1)NC(=O)NCc1ccccc1	0.0	-1.5	0	.	-1	i	-1.7	0	0	2
CNC(=O)NC(=O)CSc1ccc(NC(C)=O)cc1	-0.1	-0.6	-2	-1	-6	i	-1.3	-1	-6	3
Cc1cc(Cl)ccc1N(CC(=O)N=Nc1c(O)[nH]c2ccccc12)S(C)(=O)=O	-0.3	4.3	-10	-6	-2	i	-0.1	-18	0	-11
COc1ccccc1NC(=O)/C(=C/c1ccncc1)NC(=O)c1ccccc1	-0.1	-0.8	-2	-4	5	i	-0.3	-3	0	1
CN1CCN(C(=S)NC(=O)c2ccc(Br)cc2)CC1	2.6	-5.6	0	-4	0	i	-0.5	-5	-4	2
CSc1nnc(NC(=O)c2ccc(S(=O)(=O)N3CCOCC3)cc2)s1	-0.3	0.3	-3	-8	0	i	0.4	3	-1	2
CCOC(=O)C1CCN(c2ncnc3c2cnn3C)CC1	-0.9	-0.9	-2	-1	-8	i	.	2	-1	-4
Cc1ccc(C(=O)Nc2cc(Cl)ccc2-n2cncn2)o1	-0.3	-1.1	-8	-5	6	i	0.2	0	-1	3
Cc1nn(CC(=O)Nc2ccccc2)c(=O)c2ccccc12	-0.6	-1.4	4	70*	10	i	-0.4	-1	-12	3
CC(C)(C)c1cc(CCC(=O)NCCc2ccccn2)cc(C(C)(C)C)c1O	-0.5	1.4	1	-3	0	i	-1.4	2	-1	-3
COc1ccc(NC(=O)CN2CCN(CC(=O)Nc3ccc(OC)cc3)CC2)cc1	-0.3	-0.7	-3	-2	5	i	0.7	0	-2	0
CC(C)(C)NC(=O)C(CCc1ccccc1)n1c(=O)c(-c2ccccc2)nc2ccccc21 (configuration not stated)	0.2	3.5	2	.	.	.	1.3	-2	.	.
Cc1onc(-c2ccccc2)c1C(=O)N(Cc1ccco1)Cc1cccs1	-0.5	1.9	2	-5	-4	i	-0.5	0	2	2
O=C(CCc1nnc2n(Cc3ccc(Cl)cc3)c(=O)c3ccccc3n12)NCCCN1CCOCC1	-1.0	-0.6	3	-3	-8	i	0.1	-1	1	1
Cn1nc(-c2ccc(Cl)cc2)c2cc(C(=O)NCCCN3CCOCC3)sc21	-0.6	3.2	-9	-15	-4	i	.	-11	5	12
Cc1ccc2cc(CN(CC(C)C)C(=O)C3CCCO3)c(=O)[nH]c2c1 (configuration not stated)	0.1	-0.6	-1	-3	-2	i	2.0	3	1	1
COCCn1c(C)cc(C(=O)COC(=O)/C=C/c2cccc(OC)c2)c1C	0.3	1.7	-1	-9	2	i	0.8	-4	3	3
